# KCNK3 inh: human KCNK3 channel inhibition, primary screen; hit rate 0.84% among 340,000; AID 602410; B-score at 10 µM; O14649; CHO-KCNK3 thallium flux, FluxOR fluorescence; stronger effect = lower value;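 active means B-score under library mean minus 4 SD, starting fluorescence ratio at most library mean plus 5 SD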;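 further: more negative B-score means stronger inhibition of thallium flux through KCNK3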
# TRPC4 agonist: activators of mouse TRPC4 channel | B-score at 10 µM | hit rate 0.49% among 310,000 | HEK293 TRPC4beta/mu-opioid, Fluo4 calcium fluorescence; stronger effect = higher value | AID 2237;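 active means B-score above 5 SD of library B-scores, and initial fluorescence ratio not above library mean plus 5 SD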;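 further: positive B-score marks a calcium rise read as TRPC4 activation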
#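 Assay system: HEK293 cells stably co-expressing mouse TRPC4beta and mu-opioid receptor / Timing: Fluo4 dye loading 45 min at room temperature, 110 s recording / Signal: Fluo4 calcium-sensitive dye fluorescence, kinetic, 1 Hz baseline / Read-out: integrated baseline-normalised fluorescence ratio, converted to per-well B score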
# KCNK9 inh: blocks the human KCNK9 two-pore domain potassium channel | hit rate 1.2% among 310,000 | Q9NPC2 | B-score at 10 µM | AID 488922 | HEK293 KCNK9, FluxOR thallium flux fluorescence; stronger effect = lower value;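 active means ratio B-score over 3 SD below the library mean, with starting fluorescence within 5 SD of its mean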;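 further: negative B-score means less thallium flux so channel inhibition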
# Target sequence (Q9NPC2 whole entry, looked up, the tested form may be a part): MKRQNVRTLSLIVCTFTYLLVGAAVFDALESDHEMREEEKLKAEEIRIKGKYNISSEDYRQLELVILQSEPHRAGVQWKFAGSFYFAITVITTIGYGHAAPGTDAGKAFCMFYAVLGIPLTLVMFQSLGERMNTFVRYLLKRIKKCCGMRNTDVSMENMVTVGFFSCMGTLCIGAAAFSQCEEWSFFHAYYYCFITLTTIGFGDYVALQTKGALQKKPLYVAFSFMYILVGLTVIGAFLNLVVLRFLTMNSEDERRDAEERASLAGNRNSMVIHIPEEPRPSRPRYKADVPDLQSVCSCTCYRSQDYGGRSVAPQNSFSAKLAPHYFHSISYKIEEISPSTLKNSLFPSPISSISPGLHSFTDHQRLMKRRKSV
# TRPC4 potent: allosterically enhances the mouse TRPC4 cation channel; Q9QUQ5; HEK293 TRPC4beta/mu-opioid, DAMGO EC20, Fluo-4 Ca2+ flux; stronger effect = higher value; B-score at 10 µM; hit rate 0.42% among 310,000;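 active means B-score of calcium response area above 5 SD of library B-scores, with initial fluorescence ratio within 5 SD of library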;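 further: B-score of integrated fluorescence ratio over time as area under calcium response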
# TRPC4 block: blocks the mouse TRPC4 cation channel; Q9QUQ5; B-score at 10 µM; hit rate 0.39% among 300,000; HEK293 TRPC4beta/mu-opioid, DAMGO-evoked Fluo4 calcium flux; stronger effect = lower value;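 active means B-score over 3 SD under the library average, no early fluorescence shift, positive overall ratio signal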
#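 Material: HEK293 cells with stable TRPC4beta plus mu-opioid receptor expression; probe or stimulus: DAMGO in two steps, submaximal then maximal; technique: Fluo4 calcium fluorescence by kinetic imaging, 5 s 1 Hz baseline; measure: integrated fluorescence ratio relative to baseline, converted to per-well B score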
# Platelet DG rel: modulates dense granule release in human platelets. inhibition, %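 (compounds screened at 7.5 µM in platelet-rich plasma)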. hit rate 0.22% among 300,000. human platelet-rich plasma, SFLLRN dense granule ATP release, luminescence. AID 1663;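 active means mean replicate score, as percent of positive control, at or above 50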
# KCNQ1 inh: inhibitors of human KCNQ1 potassium channel; P51787; CHO-K1 KCNQ1, FluxOR thallium flux fluorescence; stronger effect = higher value; hit rate 1.3% among 310,000; AID 2642; B-score at 10 µM;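 active means compounds whose thallium flux B-score, printed positive for inhibition, exceeds three library SD while starting fluorescence stays within three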;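 further: channel opened by potassium depolarization with thallium stimulus after 20 min compound exposure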
# Target sequence (P51787 whole entry, looked up): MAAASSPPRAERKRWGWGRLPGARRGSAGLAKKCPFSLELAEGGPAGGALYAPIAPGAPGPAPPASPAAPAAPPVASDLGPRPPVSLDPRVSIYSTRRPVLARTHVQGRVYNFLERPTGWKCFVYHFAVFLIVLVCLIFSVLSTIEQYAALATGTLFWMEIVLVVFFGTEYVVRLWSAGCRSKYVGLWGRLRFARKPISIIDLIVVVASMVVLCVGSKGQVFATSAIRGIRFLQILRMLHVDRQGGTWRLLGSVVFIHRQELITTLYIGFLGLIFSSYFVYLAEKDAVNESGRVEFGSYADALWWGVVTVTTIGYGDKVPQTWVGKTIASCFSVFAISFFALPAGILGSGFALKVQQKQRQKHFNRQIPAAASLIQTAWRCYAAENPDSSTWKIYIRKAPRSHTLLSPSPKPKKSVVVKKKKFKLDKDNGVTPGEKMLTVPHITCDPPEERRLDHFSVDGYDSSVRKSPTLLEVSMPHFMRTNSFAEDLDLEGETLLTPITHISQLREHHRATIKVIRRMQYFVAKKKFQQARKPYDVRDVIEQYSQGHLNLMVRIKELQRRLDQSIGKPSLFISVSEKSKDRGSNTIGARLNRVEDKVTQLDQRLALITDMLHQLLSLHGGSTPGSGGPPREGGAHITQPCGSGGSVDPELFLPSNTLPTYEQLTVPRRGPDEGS
# PolyA inh: yeast polyadenylation inhibition. S. cerevisiae SKY197-pL101 polyadenylation reporter, beta-gal luminescence; efflux-impaired pdr1/pdr3 knockout yeast; score 100 = 6 SD above DMSO. calls only at 12 µM. hit rate 0.02% among 300,000;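 active means lowest replicate activity score at least 50, where 100 means six control SD above control mean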;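 further: yeast exposed to compound for 9 h at 30 °C; higher score means more reporter readthrough which indicates perturbed polyadenylation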
# hERG rescue: shields human hERG channel from block by proarrhythmic agents. Q12809. CHO-hERG, FluxOR thallium flux, dofetilide IC70 present. activation (rescue from dofetilide block), less the hit threshold, % at 10 µM. hit rate 0.51% among 310,000;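 active means activation above the mean of controls blocked by dofetilide plus 5 SD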;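 further: thallium influx through hERG after potassium depolarization seen as dye fluorescence rise; in these data hits start at about 4.7%; inactives centre near -7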
# DYRK1A inh: inhibitors of rat Dyrk1A kinase; ADP-Glo luminescence, NFATc1 peptide; inhibition, % at 12.5 µM; hit rate 0.43% among 310,000; in the data active means inhibition above about 50%;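 further: plate controls were vehicle with enzyme for no effect and no enzyme for full effect; many of its hits are not listed in these tables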
# KCNQ1 act: potentiates or activates the human KCNQ1 potassium channel; CHO-K1 KCNQ1, thallium flux FluxOR fluorescence; stronger effect = higher value; hit rate 0.35% among 310,000; P51787; B-score at 10 µM;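 active means fluorescence ratio B-score, a plate-corrected score, at least three library SD, with initial intensity B-score within 5 SD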
#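 Material: CHO-K1 cells stably expressing KCNQ1. Medium: assay buffer for compound exposure, DMSO matched across wells. Reagent: K+/Tl+ depolarizing stimulus. Compound dosing: single-concentration screen. Times: 37 °C overnight plating, 90-min dark dye load, 20-min compound pretreatment. Technique: FluxOR Tl+ flux fluorescence.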
# An asterisk follows results filed as active; i = inactive; / = not tested or not shown. Some of the compounds tested; the hit share may differ from the screen's.
smiles	KCNQ1 act	KCNQ1 inh	TRPC4 agonist	KCNK9 inh	PolyA inh	DYRK1A inh	KCNK3 inh	hERG rescue	Platelet DG rel	TRPC4 potent	TRPC4 block
O=C(CCN1CCN(c2ccccc2)CC1)N/N=C/c1ccccc1OC(F)F	i	i	i	i	i	4	i	-12	18	i	i
CN1CCc2c(sc(NC(=O)C3COc4ccccc4O3)c2C(N)=O)C1 (stereo not given)	i	i	i	i	i	10	i	-12	10	i	i
COc1ccc(C(=O)NC2CCN(C(=S)Nc3ccc(C)c(C)c3)CC2)cc1	i	i	i	i	i	-3	i	-7	-2	i	i
CCOc1ccc(C(=O)Nc2ccc(-c3cc4ccccc4oc3=O)c(C)c2)cc1[N+](=O)[O-]	i	i	i	i	i	-3	i	-10	-8	i	i
CC(=O)Nc1ccc(Oc2cc(N)cc([N+](=O)[O-])c2)cc1	i	i	i	i	i	-4	i	-8	1	i	i
Cc1nnc(NC(=O)CSc2ccc3nnc(-c4ccccn4)n3n2)s1	i	i	i	i	i	3	i	-6	4	i	i
Cc1ccc(Cc2nc3ccccc3[nH]2)cc1	i	i	i	i	i	5	i	-7	7	i	i
CN(C(=O)COC(=O)/C=C/c1cccc([N+](=O)[O-])c1)C1CCS(=O)(=O)C1 (stereo not given)	i	i	i	i	i	-4	i	-7	-3	i	i
CCC(C(=O)N1CCCCCC1)n1nc(C)n2c(cc3occc32)c1=O (stereo not given)	i	i	i	i	i	4	i	-4	-7	i	i
COc1ccc(OC)c(NC(=O)NCCc2c[nH]c3ccccc23)c1	i	i	i	i	i	-6	i	-6	0	i	i
CC(C)OCCCNS(=O)(=O)c1ccc2ccccc2c1	i	i	i	i	i	1	i	-5	-12	i	i
COc1ccc(C(=O)CSc2nnc(CNC(=O)c3ccccc3)n2C)cc1	i	i	i	i	i	-2	i	0	1	i	i
Nc1c(Cl)ncnc1N1CCOCC1	i	i	i	i	i	-3	i	-12	8	i	i
COc1ccc(-n2nc3c(c2NC(=O)COc2ccccc2F)CS(=O)(=O)C3)cc1	i	i	i	i	i	-9	i	-7	-10	i	i
S=c1nc(-c2ccc(Br)cc2)oc2c1CCCC2	i	i	i	i	i	-7	i	14*	-1	i	i
Cc1ccc(S(=O)(=O)/C(C#N)=C/c2c(Oc3ccc(Cl)cc3)nc3c(C)cccn3c2=O)cc1	i	i	i	i	i	/	/	-1	5	i	i
O=C(c1ccc(F)cc1)C1CCN(C(=O)Nc2ccc(F)cc2)CC1	i	i	i	i	i	-4	i	-8	5	i	i
O=C(NCCN1CCOCC1)c1ccc(/C=C2\Sc3ccccc3N(Cc3ccccc3F)C2=O)cc1	i	11*	i	i	i	-4	i	-19	1	i	i
CCN1CCN(Cc2ccc(NC(=O)Nc3cccs3)cc2)CC1	i	i	i	i	i	7	i	-1	-16	i	/
Cc1ccc(C)c(C(=O)CSc2n[nH]c(C)n2)c1	i	i	i	i	i	-7	i	-24	-1	i	i
Cc1ccc(NC(=O)C(=O)NCCOc2ccc(Cl)cc2)c(C)c1	i	i	i	i	i	-4	i	-3	-7	i	i
CCOC(=O)C1(C)C=C(Nc2ccc(OC)cc2)C(=O)N1c1ccc(OC)cc1 (stereo not given)	i	i	i	i	i	-4	i	-5	14	i	i
C=CCC(C#Cc1ccccc1)[N+](C)(C)CC=C (stereo not given)	i	i	i	i	i	6	i	-7	16	i	i
Cc1ccc(C(C)NC(=O)c2cc3ccccc3oc2=O)cc1C (stereo not given)	i	i	i	i	i	-5	i	-11	-1	i	i
Cc1nc(N2CCN(C)CC2)c2sc(=S)n(-c3ccccc3)c2n1	i	i	i	i	i	7	i	-7	2	i	i
Cc1cccc(C(=O)NNC(=O)C(=O)NC(C)(C)C)c1	i	i	i	i	i	-3	i	-2	3	i	i
O=C(Nc1ccc(Cl)c(Cl)c1)Nc1cc(C(=O)NC2CC2)ccc1Cl	i	i	i	i	i	/	/	-9	11	i	i
O=C(O)c1c2c(nc3ccc(F)cc13)CCC2	i	i	i	i	i	-11	i	-5	0	i	i
Cc1ccc2nc(C(=O)O)c(C(=O)O)nc2c1	i	i	i	i	i	2	i	-1	-2	i	i
CC(C)(C)c1cccc(OCCCSc2ncccn2)c1	i	i	i	i	i	-7	i	-13	0	i	i
NS(=O)(=O)c1ccc(NC(CNS(=O)(=O)c2ccccc2)c2ccccc2)cc1 (stereo not given)	i	i	i	i	i	-2	i	-19	-5	i	i
COc1ccc(/C=C/C(=O)c2oc3ccc(F)cc3c2C)cc1	i	i	i	i	i	1	i	-9	-13	i	i
O=C(CCCOc1ccc(Cl)cc1Cl)NNC(=O)C1CCC1	i	i	i	i	i	3	i	-9	1	i	i
CCCCCOc1ccc(C2NC(=O)NC2=O)cc1 (stereo not given)	i	i	i	i	i	0	i	-12	-13	i	i
CC(C(=O)Nc1cccc([N+](=O)[O-])c1)n1nnc2ccccc21 (stereo not given)	i	i	i	i	i	-2	i	-12	2	i	i
COCCn1c(SCC(=O)N2CCN(c3ccccc3)CC2)nc2c(c1=O)SC(C)C2 (stereo not given)	i	i	i	i	i	-3	i	-12	-3	i	i
CCCn1c(O)c2ccc(C(=O)N=NC(=O)c3cccnc3)cc2c1O	i	i	i	i	i	15	i	-6	-5	i	i
C=CCOc1ccc(C2C(C(=O)c3ccco3)=C(O)C(=O)N2Cc2cccnc2)cc1 (stereo not given)	i	i	i	i	i	-9	i	-12	2	i	i
[N-]=[N+]=NCC/C=C\C1NS(=O)(=O)OCC1O (stereo not given)	i	i	i	i	i	-2	i	-4	-8	i	i
O=C(NCc1cccs1)c1nc2c(nnn2Cc2ccccc2Cl)c(=O)[nH]1	i	i	i	i	i	5	i	-8	-6	i	i
Cc1ccc(S(=O)(=O)NC(C(=O)Oc2cc3oc(=O)cc(C)c3cc2Cl)C(C)C)cc1 (stereo not given)	i	i	i	i	i	-2	i	-5	13	15*	i
Cc1cc(N2CCN(C(=O)c3ccco3)CC2)n2nc(C)c(-c3ccccc3)c2n1	i	i	i	i	i	-4	i	-8	-1	i	i
CN(Cc1ccccc1)S(=O)(=O)c1ccc(NS(=O)(=O)Cc2ccccc2)cc1	i	8*	i	i	i	4	i	-17	3	i	i
COCCNS(=O)(=O)c1ccccc1	i	i	i	i	i	5	i	-7	-7	i	i
O=S(=O)(NCCCSc1ccccc1)c1ccccc1F	i	i	i	i	i	1	i	-8	-2	i	i
COc1ccccc1N(CC(=O)NC1CC2CCC1C2)S(=O)(=O)c1ccc(C)cc1 (stereo not given)	i	i	i	i	i	7	i	-9	21	i	i
Cc1nnc(NC(=O)CSc2nnc3ncccn23)s1	i	i	i	i	/	-5	i	-1	-2	i	i
COCCNC(=S)N1CCC(c2nc(-c3ccc(F)cc3)no2)CC1	i	i	i	i	i	0	i	-21	-6	i	i
COc1cc(NC(=O)CCNS(=O)(=O)c2ccc3c(c2)CCC(=O)N3)cc(OC)c1	i	i	i	i	i	-6	i	-2	18	i	i
CN(CCO)C1=NS(=O)(=O)c2cc([N+](=O)[O-])ccc21	i	i	i	i	i	0	i	-4	-2	i	i
CC(C)(C)C1(c2ccccc2)NC(=O)N(CC(=O)N2CCOCC2)C1=O (stereo not given)	i	i	i	i	i	-1	i	-4	0	i	i
CCn1c(=O)c2sccc2n(CC(=O)NCCC2=CCCCC2)c1=O	i	i	i	i	i	1	i	-7	-8	i	i
Cn1c(CCCOc2ccc(Cl)cc2Cl)nnc1SCC(=O)Nc1ccc(F)c(Cl)c1	i	i	i	i	i	-4	i	-9	-5	i	i
Cc1ccccc1Cn1c(=N)n(CC(O)c2ccco2)c2ccccc21 (stereo not given)	i	i	i	i	i	-7	i	-13	-3	i	-6*
C#CCN(N(C)c1ncc(C(F)(F)F)cc1Cl)S(=O)(=O)c1ccc2ccccc2c1	i	i	i	i	i	1	i	-4	-2	i	i
CCN1CCN(c2ccc(S(=O)(=O)N3CCCCC3)cc2NC(=O)Cc2ccc(Cl)c(Cl)c2)CC1	i	i	43*	i	i	18	i	-14	-22	i	i
O=C(COC(=O)c1ccc(Sc2ccccc2)c([N+](=O)[O-])c1)NC1CCS(=O)(=O)C1 (stereo not given)	i	i	i	i	i	-1	i	-6	12	i	i
Nc1c(C(=O)c2ccccc2)sc2snc(SCC(=O)c3ccccc3)c12	i	i	i	i	i	-13	i	-23	-6	i	i
CCCn1ncc(C(=O)N(C)C2CCCN(Cc3ccccc3F)C2)c1C (stereo not given)	i	i	i	i	i	0	i	-14	14	i	i
CC(=O)Nc1ccc(S(=O)(=O)NCC2CCC(C(=O)NCc3ccccc3)CC2)cc1 (stereo not given)	i	i	i	i	i	2	i	-16	-1	i	i

# (listing goes on)
smiles	KCNQ1 act	KCNQ1 inh	TRPC4 agonist	KCNK9 inh	PolyA inh	DYRK1A inh	KCNK3 inh	hERG rescue	Platelet DG rel	TRPC4 potent	TRPC4 block
Cc1ccc(S(=O)(=O)NC(=O)Nc2ccc(C)cn2)cc1	i	i	i	i	i	1	i	1	-9	i	i
COc1cc2cccc(OC)c(=O)c2c(O)c1OC	i	i	i	i	i	4	i	-3	-3	i	i
COc1ccccc1CNc1ncc(-c2ccc(F)cc2)n1C	i	i	i	i	i	-1	i	-11	6	i	i
O=C(c1cc(-c2ccccc2)nn1-c1ccccc1)N1CCN(S(=O)(=O)c2ccc(F)cc2)CC1	i	6*	i	i	i	7	i	-10	-9	i	i
Nc1nc(Nc2cccc(F)c2)nc2ccccc12	i	i	i	i	i	74*	i	-16	33	i	i
CCOc1ccc(NC(=O)CC2C(=O)N(c3ccc(OC)cc3)C(=O)N2CCc2ccc(OC)c(OC)c2)cc1 (stereo not given)	i	i	i	i	i	-7	i	-10	-7	i	i
COc1ccc(Nc2nnc(-c3ccncc3)s2)cc1Cl	i	i	i	i	i	-3	i	-4	8	i	i
CCOc1ccc2oc(-c3ccccc3)c(C(N)=O)c2c1	i	i	i	i	i	0	i	-3	0	i	i
